Abeta yeast res: qHTS for compounds that reverse cellular toxicity of Amyloid beta (A-beta) peptide in yeast: Primary Screen; Potency, µM (doses to about 46.1 µM), for inactives: top-dose growth rescue, hits mostly activators; yeast expressing A-beta42, growth rescue, OD600, 48 h; response scale: 0% DMSO, 100% iron-clioquinol control; AID 1347071, 2019; hit rate 0.063% among 410,000; further: potency means the concentration at half of the fitted maximal effect; nearly all actives have a fitted effect of over 55% in size
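Yeast A-beta toxicity model in growth medium with pinned compounds, 48 h at 30 C; growth read as absorbance at 600 nm. Normalized to FeCl3/clioquinol equimolar mix (positive) and DMSO (negative).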
CCT chaperon mod: High-Throughput Screening for Modulators of Cytosolic Chaperonin Activity | hit rate 0.3% among 360,000 | purified chaperonin ATPase assay, HTRF ADP detection, 30 min | activity change, % (no concentration beside the values), hits read low; in the data active means activity change below about -30%; further: on the % scale 0 is the no-effect control and ±100 the full control effect
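ATPase activity: ADP formed was measured by HTRF Transcreener (665/615 nm ratio) after 30 min at 37 deg C with 10 uM ATP. Compounds screened at one 76 uM concentration against 40 or 20 nM TRiC in Tris pH 7.4/KCl/MgCl2/DTT buffer.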
TGFb inhibitor: qHTS for Inhibitors of TGF-b; HepG2 CAGA-GFP TGF-b/SMAD3 reporter, GFP fluorescence, 18 h; TGF-beta stimulated, 500 pg/mL final; Potency, µM (titrated, usually from 46.1 µM), for inactives: top-dose activity, negative = inhibition, hits mostly inhibitors; hit rate 1.2% among 410,000; further: potency means the concentration at half of the fitted maximal effect; on the % scale 0 is the no-effect control and ±100 the full control effect; nearly all actives have a fitted effect of over 65% in size
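HEPG2 CAGA-GFP, 1000 cells/well; 2 h settle, 37 C; cpd via pin tool; TGF-b 500 pg/mL final; 18 h, 37 C; GFP imaging ex488/em500-530; %Activity normalised to -TGF-b and +DMSO controls; CRC fit, curve class.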
HepG2 viability: qHTS for Inhibitors of TGF-b: Cytotox Counterscreen; HepG2 CAGA-GFP viability, ATP luminescence, 18 h; Potency, µM (titrated, usually from 46.1 µM), inactives show top-dose activity change, negative = cytotoxicity, most hits filed as cytotoxic; hit rate 0.76% among 410,000; AID 588856, 2011; further: potency means the concentration at half of the fitted maximal effect; some results filed as inactive show a strong effect at the top dose
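HepG2 CAGA-GFP cells (1000/well, DMEM with 1% FBS) received compound, then TGF-beta at 500 pg/mL final, and were incubated 18 hours at 37 degrees C. Viability was read by CellTiter-Glo luminescence. Media-only wells were set as complete cell-killing and DMSO as no toxicity.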
A549 tox: Nrf2 qHTS screen for inhibitors: counterscreen for cytotoxicity; A549 ARE-Fluc cells, CellTiter-Fluor viability, 18-24 h; Potency, µM (titrated, usually from 46 µM), for inactives: at the top dose activity change, negative = cytotoxicity, most hits filed as inhibitors; hit rate 0.16% among 390,000; AID 504648, 2011; further: potency means the concentration at half of the fitted maximal effect; on the % scale 0 is the no-effect control and ±100 the full control effect
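A549 ARE_Fluc cells in 5% FBS OPTI-MEM were exposed to compounds in concentration-response for 18-24 h at 37 deg C. Viability was read by CellTiter-Fluor fluorescence (Ex 405/Em 525) after 30 min, before the luciferase read.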
Nrf2 ARE act: qHTS of Nrf2 Activators; hit rate 0.31% among 410,000; AREc32 ARE-luciferase reporter (MCF7-derived line), luminescence, 24 h; AID 624171, 2012; Potency, µM (titrated, usually from 46.1 µM), inactives show at the highest dose activation, usual class: activators; further: potency means the concentration at half of the fitted maximal effect; % of control where 0% means no effect; nearly all actives have a fitted effect of over 65% in size
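Nrf2 activation is followed as ARE-luciferase induction in the AREc32 line after one day of compound treatment; luminescence is read with Steady-Glo.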
MmCpn inh: Inhibitors of TCP-1 ring complex (TRiC) of Methanococcus maripaludis (MmCpn): qHTS. Chaperonin Mm-Cpn (Methanococcus maripaludis). purified Mm-Cpn ATPase, ADP Transcreener TR-FRET. Potency, µM (titrated, usually from 76.9 µM), inactives show top-dose activity, negative = inhibition, most hits filed as inhibitors. hit rate 0.031% among 330,000. AID 504842, 2011; further: potency means the concentration at half of the fitted maximal effect; on the % scale 0 is the no-effect control and ±100 the full control effect; nearly all actives have a fitted effect of over 80% in size
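Quantitative HTS used 25 nM Mm-CPN and 10 uM ATP in magnesium/KCl Tris buffer, pH 7.4, with 1 mM DTT. Hydrolysis ran 30 min at 37°C; ADP was read by HTRF.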
pAkt inh: HTS Assay for Inhibitors of Akt Phophorylation: Primary Screen; Neuro2A IGF-stimulated pAkt S473 HTRF, 20 min; stronger effect = lower value; activity change, % for hits at 50 µM; hit rate 0.32% among 360,000; AID 651550, 2012; in the data active means activity change below about -80%; inconclusive means mostly about -51% to -80%; further: on the % scale 0 is the no-effect control and ±100 the full control effect
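Neuro2A cells in DMEM with 0.5% FBS, overnight at 37 deg C, given compound at single 50 µM final, then IGF (6 nM final) for 20 min at 37 deg C. Lysed; phospho-Akt Ser473 by HTRF after 24 h, 665/615 ratio.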
Nrf2 block: Nrf2 qHTS screen for inhibitors | hit rate 2.1% among 360,000 | A549 ARE-Fluc reporter, luciferase luminescence, 18-24 h | AID 504444, 2011 | Potency, µM (series often up to 46 µM), for the others: top-dose activity change, negative = inhibition, actives largely listed as inhibitors; further: potency means the concentration at half of the fitted maximal effect; on the % scale 0 is the no-effect control and ±100 the full control effect; nearly all actives have a fitted effect of over 60% in size
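Nrf2 activity is the BugLite luminescence, read 15 min after reagent at room temperature, following CellTiter-Fluor cytotoxicity readout (30 min, 37C). Compound titrations were applied for 18-24 h to 5000 A549 ARE_Fluc cells/well in 5% FBS OPTI-MEM.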
* marks the source's active call; other numbers are inactive results; i = inactive; ? = inconclusive; . = not tested or not shown; [ ] = another dose, or the depositor's remark. Unless noted, the call rests on the fitted dose curve; in most records, active means well fitted curve in the direction sought with a large enough effect; inconclusive means small, poorly fitted or top-dose-only effect, or another doubt; inactive means no such curve, though single readings can be large; an effect the other way counts as inactive or inconclusive.

SMILES	Abeta yeast res	CCT chaperon mod	TGFb inhibitor	HepG2 viability	A549 tox	Nrf2 ARE act	MmCpn inh	pAkt inh	Nrf2 block
CCCCc1ccc(NC(=O)N2CCN(c3cc(C)nc4ccccc34)CC2)c(C)c1	-7%	-0.4	?	-23%	?	-0.2%	-1%	i	?
COc1ccc([C@H]2CC(=O)C=C(c3cc(C(F)(F)F)cc(C(F)(F)F)c3)C2)cc1	0%	-3.0	-2%	-18%	-5%	-0.6%	-3%	i	-9%
COc1cc(C2CC(=O)N(CC(=O)Nc3ccccc3F)c3ccccc3S2)cc(OC)c1OC (stereo not given)	-11%	.	-17%	-36%	-18%	-0.9%	.	.	?
O=C(Nc1ccc(C2CCCCC2)cc1)C1CCCN(c2ncccn2)C1 (stereo not given)	-5%	2.0	-1%	9%	0%	0.4%	-2%	i	24%
CCOc1ccc(C(=O)NCCCN2CCOCC2)cc1OCC	-4%	-1.4	-2%	-3%	3%	-0.6%	1%	i	-7%
Cc1ccc2sc(N3CCN(C(=O)CCS(=O)(=O)c4ccc(Cl)cc4)CC3)nc2c1C	-8%	.	0%	2%	1%	0.4%	.	.	.
Cc1c(NS(=O)(=O)c2ccc(N=NN(C)C)cc2)c(=O)n(-c2ccccc2)n1C	-16%	0.5	-3%	5%	-6%	-0.1%	-1%	i	-5%
CC1CCN(C(=O)COC(=O)CCC(=O)c2ccc(Cl)cc2)CC1	-14%	0.4	2%	-15%	4%	-0.3%	-2%	i	-2%
NC(=O)COC(=O)CC12CC3CC(CC(Br)(C3)C1)C2	-3%	0.1	9%	-10%	9%	-0.4%	0%	i	14%
COc1cccc(CN2CCN(Cc3[nH]c4ccccc4c3C)CC2CCO)c1 (stereo not given)	5%	-4.3	-27%	-41%	-3%	8.1%	1%	i	?
CCc1ccc(OCCn2ccnc2)cc1	-1%	-2.3	14%	4%	4%	0.3%	0%	i	2%
COc1cc(C(=O)NCC(=O)N/N=C/c2ccco2)cc(OC)c1OC	14%	-4.3	-1%	-4%	0%	0.0%	0%	i	-2%
Cc1cc(C)c(S(=O)(=O)c2ccccc2F)c(=O)[nH]1	9%	0.3	45%[activator]	0%	1%	-0.1%	-1%	i	14%
CCCC(=O)Nc1cccc(NC(=O)c2ccc([N+](=O)[O-])cc2Cl)c1	-12%	0.3	2%	-1%	-2%	0.3%	2%	i	-7%
CC1CCN(Cc2nc(Cl)c3c4c(sc3n2)CCC4)CC1	1%	-2.1	-1%	-7%	0%	1.1%	-2%	i	-10%

A second format for some results above:
mol | Abeta yeast res | CCT chaperon mod | TGFb inhibitor | HepG2 viability | A549 tox | Nrf2 ARE act | MmCpn inh | pAkt inh | Nrf2 block
CCc1ccc(OCCn2ccnc2)cc1 | -1% | -2.3 | 14% | 4% | 4% | 0.3% | 0% | i | 2%
COc1cc(C(=O)NCC(=O)N/N=C/c2ccco2)cc(OC)c1OC | 14% | -4.3 | -1% | -4% | 0% | 0.0% | 0% | i | -2%
Cc1cc(C)c(S(=O)(=O)c2ccccc2F)c(=O)[nH]1 | 9% | 0.3 | 45%[activator] | 0% | 1% | -0.1% | -1% | i | 14%
CCCC(=O)Nc1cccc(NC(=O)c2ccc([N+](=O)[O-])cc2Cl)c1 | -12% | 0.3 | 2% | -1% | -2% | 0.3% | 2% | i | -7%

Next section:
SMILES	Abeta yeast res	CCT chaperon mod	TGFb inhibitor	HepG2 viability	A549 tox	Nrf2 ARE act	MmCpn inh	pAkt inh	Nrf2 block
COc1ccc(N2CCN(C(=O)CCn3cnc4onc(-c5ccc(F)cc5)c4c3=O)CC2)cc1	-23%	.	-2%	-8%	-4%	0.2%	.	.	?
CN(C)C(=O)CCc1nc2sc3c(c2c(=O)[nH]1)CCCC3	19%	1.7	-12%	7%	4%	0.2%	-1%	i	-2%
CCC(C)N(C(=O)CCC(=O)Nc1cc(C)on1)C(C(=O)NC(C)(C)C)c1ccccc1Cl (stereo not given)	-1%	-1.5	?	-5%	-1%	0.3%	3%	i	-1%
Cc1cnc(=O)[nH]c1SCC(=O)c1ccc(F)cc1	3%	-0.3	-24%	-11%	3%	2.5%	2%	i	13%
O=C(CNc1cccc2ccccc12)N/N=C/c1ccc(OC(=O)/C=C/c2ccco2)cc1	17%	0.7	-1%	-18%	1%	?	0%	i	30%
Cc1cccc(CCNC(=O)C2CCC(CNc3c(N4CCCC4)c(=O)c3=O)CC2)c1 (stereo not given)	-3%	-3.0	16%	15%	0%	0.2%	0%	i	7%
Oc1[nH]c2c(Cl)cc(Cl)cc2c1N=NC(=S)NCC1CCCO1 (stereo not given)	-7%	-40*	?	-4%	-27%	19%	0%	i	?
Cc1ccccc1CS(=O)(=O)c1ncc(Cl)c(C(=O)Nc2nnc(C(C)C)s2)n1	-36%[inhibitor]	.	?	-88%	?	5.2%	.	.	19%
COc1ccc(NC(=O)Nc2c(SC)nsc2SC)cc1	4%	1.5	6%	4%	5%	0.5%	-1%	i	?
CN(C)C(=O)c1ccccc1NC(=O)Cc1cccc2ccccc12	2%	-2.4	-1%	1%	1%	-0.8%	0%	i	8%
CCc1nnc2c(Nc3ccc(Br)c(C)c3)nc3ccccc3n12	-10%	.	10%	-5%	0%	0.1%	.	.	.
Cc1cc(/C(N)=N/OC(=O)Nc2ccccc2)no1	-3%	1.0	10%	1%	3%	0.0%	0%	i	20%
CCCCNC(=O)CN1C(=O)NC2(CCOc3ccccc32)C1=O (stereo not given)	-3%	0.5	-12%	4%	6%	0.4%	-8%	i	10%
O=C(/C=C/c1ccc(F)cc1)NC(=S)Nc1ccccc1O	-8%	0.9	-4%	-1%	6%	15%	-1%	i	?
CCSc1nc2ccccc2c(=O)n1CCc1ccc(OC)c(OC)c1	-31%[inhibitor]	0.1	?	-4%	16%	-0.8%	1%	i	-41%
COc1ccccc1N(C)S(=O)(=O)c1ccc(C(=O)Nc2cc(F)ccc2C)cc1	29%	-0.3	-3%	3%	-8%	2.1%	-1%	i	?
Fc1ccc2cc(-c3cccnc3)ncc2c1	5%	-5.3	7%	2%	-3%	17%	-4%	i	?
CCN(C(=O)COC(=O)C1CCN(S(=O)(=O)c2c(Cl)cccc2Cl)CC1)C1CCCCC1	20%	0.2	5%	-13%	2%	0.4%	0%	i	-1%
CC(C)(C)C(=O)Nc1nnc(SCC(=O)NC2CC2)s1	-9%	0.1	-2%	-8%	-3%	-0.2%	2%	i	-3%
O=C(Nc1cc(=O)[nH]c2ncnn12)c1ccccc1F	3%	1.5	0%	6%	-12%	-0.2%	-6%	i	-15%
CCCCN(C(=O)c1sc2nc3n(c(=O)c2c1C)CCC3)c1c(N)n(CC(C)C)c(=O)[nH]c1=O	-2%	-0.5	7%	1%	-13%	-0.7%	1%	i	-3%
O=C(NCCc1c[nH]c2ccccc12)c1ccc2nc[nH]c2c1	1%	0.8	-6%	-1%	-4%	2.4%	3%	i	9%
COc1cc2c(cc1OC)C(c1cc([N+](=O)[O-])ccc1O)NCC2 (stereo not given)	6%	-0.4	-1%	27%	-13%	0.1%	-1%	i	2%
COc1ccc2sc(-c3ccc(N(C)C)cc3)c(C#CC(C)(C)O)c2c1	6%	-4.7	-24%	-27%	7%	4.3%	-8%	i	6%
Cc1cccc(NC(=S)N/N=C/C(C)c2ccccc2)c1C (stereo not given)	8%	0.3	1%	-2%	2%	4.6%	-3%	i	-30%
C/C(=N/NC(=O)c1nnn(-c2nonc2N)c1CSc1ccc(Cl)cc1)c1ccncc1	-8%	-7.6	2%	4%	.	0.3%	.	i	.
Cc1ccc(-c2ccc(S(=O)(=O)N3CCCC3)cc2)cc1	-1%	-0.7	1%	-19%	-2%	-0.9%	1%	i	2%
OC[C@@H]1CN(Cc2cccs2)C[C@H](n2cnc3c(Nc4ccccc4)ncnc32)O1	-17%	-20	7%	-13%	.	5.1%	.	i	.
COc1cc(CNC(=O)c2ccc3nc(CCc4ccccc4)oc3c2)cc(OC)c1OC	3%	.	-15%	-1%	-8%	1.1%	.	.	.
Cc1nn(-c2ccccc2)c(Cl)c1C(=O)OCC(=O)N(C)c1c(N)n(Cc2ccccc2)c(=O)[nH]c1=O	-17%	0.3	-12%	-7%	3%	3.4%	-1%	i	18%
CC(=O)N/C(=C/c1ccc2c(c1)OCO2)C(=O)NC(Cc1ccccc1)C(=O)O (stereo not given)	6%	1.1	0%	0%	0%	-0.3%	.	i	5%
CN(C)Cc1c(C(=O)N/N=C/c2ccncc2)nnn1-c1nonc1N	-9%	0.2	-3%	14%	-1%	-0.8%	1%	i	0%
Cc1ccc(C)c(OCC(=O)OCC(=O)Nc2c(C)nn(-c3ccccc3)c2C)c1	-11%	0.2	3%	2%	-1%	-0.4%	1%	i	-3%
CCN(C(=O)CN(C)Cc1c(F)cccc1Cl)c1c(N)n(Cc2ccccc2)c(=O)[nH]c1=O	1%	-7.5	8%	6%	-5%	-1.0%	2%	i	6%
COc1ccc(S(=O)(=O)/N=C2/C=CC(=O)C(C)=C2C)cc1	18%	-0.3	-3%	3%	-5%	12%	0%	i	14%
O=C1c2ccccc2S(=O)(=O)N1CCOc1ccc(F)cc1	-8%	-4.6	17%	-17%	.	3.6%	0%	i	2%
